TDP1 block = blocks human tyrosyl-DNA phosphodiesterase 1; AID 485290; Potency, µM (highest dose often 130 µM), inactives show top-dose activity change, negative = inhibition, usual class: inhibitors; Q9NUW8; recombinant TDP1, AlphaScreen DNA substrate cleavage; hit rate 0.28% among 350,000; note: nearly all actives have a fitted effect of over 40% in size
Target sequence (Q9NUW8 whole entry, looked up): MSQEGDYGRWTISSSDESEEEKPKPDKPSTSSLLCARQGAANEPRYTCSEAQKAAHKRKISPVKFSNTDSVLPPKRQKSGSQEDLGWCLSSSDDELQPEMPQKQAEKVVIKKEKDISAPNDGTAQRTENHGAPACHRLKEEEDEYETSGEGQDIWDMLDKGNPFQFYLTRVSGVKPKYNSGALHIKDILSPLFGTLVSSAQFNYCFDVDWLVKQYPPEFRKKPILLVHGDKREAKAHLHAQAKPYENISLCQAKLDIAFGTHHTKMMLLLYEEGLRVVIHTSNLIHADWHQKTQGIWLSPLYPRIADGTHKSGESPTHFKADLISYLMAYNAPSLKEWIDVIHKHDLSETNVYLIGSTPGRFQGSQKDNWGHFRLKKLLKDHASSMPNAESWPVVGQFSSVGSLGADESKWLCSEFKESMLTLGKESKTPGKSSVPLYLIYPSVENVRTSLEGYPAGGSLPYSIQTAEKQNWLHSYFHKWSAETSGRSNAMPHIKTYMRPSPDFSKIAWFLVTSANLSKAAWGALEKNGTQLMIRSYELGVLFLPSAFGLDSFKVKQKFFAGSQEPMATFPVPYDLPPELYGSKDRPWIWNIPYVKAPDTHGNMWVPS
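Signal: AlphaScreen proximity between streptavidin donor and anti-FITC acceptor beads on intact substrate. Reaction: Tdp1 1 nM, substrate 15 nM final, 5 min RT after 15 min compound preincubation.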
N370S GC mod = inhibitors or activators of N370S glucocerebrosidase for Gaucher disease; hit rate 0.092% among 330,000; N370S GC spleen homogenate, 4MU-glucoside fluorescence; AID 2101; Potency, µM (top dose mostly 59.4 µM), for inactives: top-dose activity change, negative = inhibition, actives largely listed as inhibitors;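 note: 0% = full enzyme activity and -100% = no enzyme basal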
FEN1 inhibitor = blocks human flap endonuclease 1 | hit rate 0.35% among 390,000 | AID 588795 | Potency, µM (highest dose often 114 µM), without a hit: at the top dose activity change, negative = inhibition, usual class: inhibitors | P39748 | Recombinant FEN1 flap cleavage, fluorescence, 15 min; note: nearly all actives have a fitted effect of over 65% in size
Target sequence (P39748 whole entry, looked up): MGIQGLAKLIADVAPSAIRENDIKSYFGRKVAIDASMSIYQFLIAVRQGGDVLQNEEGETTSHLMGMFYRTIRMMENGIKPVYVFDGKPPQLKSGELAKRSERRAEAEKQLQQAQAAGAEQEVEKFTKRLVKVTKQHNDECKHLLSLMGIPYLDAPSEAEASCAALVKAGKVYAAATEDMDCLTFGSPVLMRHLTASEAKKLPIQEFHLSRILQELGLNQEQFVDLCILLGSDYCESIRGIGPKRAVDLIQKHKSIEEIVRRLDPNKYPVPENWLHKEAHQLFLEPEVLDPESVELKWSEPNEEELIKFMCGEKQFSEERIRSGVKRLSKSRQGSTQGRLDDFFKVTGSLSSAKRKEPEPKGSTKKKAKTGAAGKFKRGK
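FEN1 at 10 nM, compound pretreatment for 15 min (room temperature), 50 nM final substrate to initiate; endpoint reads at 0 and 15 min; DMSO-only plates used as vehicle background.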
Numbers without * were called inactive; ? = inconclusive; · = no result given; & = joins results of further samples; [ ] = remark or other dose. Calls come from the whole dose curve; as a rule, active = well fitted curve in the direction sought with a large enough effect; inconclusive = small, poorly fitted or top-dose-only effect, or another doubt; inactive = no such curve, though single readings can be large; an effect the other way counts as inactive or inconclusive. Unless noted, % is set by controls: 0 for no effect and ±100 for the full control effect; potency is the fitted concentration of half-maximal effect.

| N370S GC mod | TDP1 block | FEN1 inhibitor | SMILES |
| --- | --- | --- | --- |
| -3% | 4% | 4% | COC(=O)c1ccc(C2C(C(=O)c3cc4ccccc4o3)=C(O)C(=O)N2CCN2CCOCC2)cc1 (stereo not given) |
| 9% | 2% | -6% | Cc1nnc(SCC(=O)n2c3c(c4ccccc42)CCCC3)s1 |
| 12% | 7% | -10% | COc1ccccc1N1CCN(C(c2cc3cc(C)ccc3[nH]c2=O)c2nnnn2C2CCCC2)CC1 (stereo not given) |
| -2% | -1% | -14% | O=C(Cc1ccccc1)NC1(O)C(=O)c2ccccc2C1=O |
| 1% | 2% | -5% | CCn1c(CCC(=O)Nc2ccccc2F)nnc1SCC(=O)Nc1ccc(OC)cc1 |
| -9% | 5% | -10% | Cc1ccccc1C(=O)N1CCN(c2ccc(NC(=O)CSc3ccc(Cl)cc3)cc2)CC1 |
| 1% | 5% | 2% | CCOC(=O)c1c(/N=C/c2ccccc2O)sc2c1CCC2 |
| · | 3% | -3% | COc1ccccc1NS(=O)(=O)c1cccc(C(=O)NCC(c2ccco2)N2CCCC2)c1 (stereo not given) |
| -22% | 7% | 2% | N#CC(C#N)=Cc1cccn1-c1ccc(S(N)(=O)=O)cc1 |
| · | 5% | -3% | CCCCNC(=O)CCCn1c(=O)c2ccccc2n(Cc2ccccc2C)c1=O |
| -3% | 2% | -14% | COc1ccc(C(=O)NCc2nnc(SCC(=O)NC3CCCCC3)o2)cc1 |
| -2% | -4% | -12% | COc1cccc(-n2nnnc2S(C)(=O)=O)c1 |
| -6% | 2% | -8% | O=C(c1ccccc1)c1cnc(Nc2ccc(Cl)c(Cl)c2)s1 |
| 0% | 3% | 10% | COCCCNS(=O)(=O)c1ccccc1 |
| 9% | -1% | 8% | COc1ccc(Cc2nc(N)nc(N)n2)cc1 |
| -1% | 2% | -3% | Cc1nc(N2CCOCC2)nc(OCCN2CCOCC2)c1[N+](=O)[O-] |
| 3% | -3% | -1% | COc1ccc(-n2nc(C(=O)N3CCN(Cc4ccc5c(c4)OCO5)CC3)c3ccccc3c2=O)cc1 |
| 13% | -6% | 1% | CCOc1cccc(/C(O)=C2/C(=O)C(=O)N(Cc3cccnc3)C2c2ccco2)c1 (stereo not given) |
| 2% | 0% | -3% | COc1ccc(/C=N/Nc2cc(C)nc(NS(=O)(=O)c3ccc(C)cc3)n2)cc1 |
| 1% | 1% | 5% | O=C(Nc1cccnc1)OCc1ccccc1 |
| 5% | 0% | 3% | CC1Cc2ccccc2N1C1=CC(=O)CCC1 (stereo not given) |
| 5% | -3% | -28% | CCCCCCCCOC(=O)c1nc(Cl)c(Cl)c(N)c1Cl |
| -6% | 9% | 3% | Cc1nonc1C(=O)N1CCCC(Nc2ccc(C(C)C)cc2)C1 (stereo not given) |
| ? | 2% | -10% | COc1cc(OC)cc(C(=O)N[C@H](C(=O)OCC(=O)Nc2cccc(F)c2)C(C)C)c1 |
| -7% | 1% | 22% | COc1cc(/C=C/C(=O)OCC(=O)NC(=O)NC(C)(C)C)ccc1O |
| 0% | 1% | -11% | Cc1cc(NC(=O)COC(=O)c2ccc(F)c(S(=O)(=O)N3CCOCC3)c2)no1 |
| 3% | · | -5% | NC(=O)C1CCN(C(=O)CCC(=O)c2ccc(F)cc2)CC1 |
| -3% | 4% | 8% | c1ccc2c(C3=NNC(=NC4CC4)SC3)c[nH]c2c1 |
| ? | 7% | -12% | CCOc1ccc(CN=C(N)N=C(N)N)cc1Cl |
| -3% | 1% | 0% | Nc1ccc2c(c1)Cc1cc([N+](=O)[O-])ccc1-2 |
| -4% | · | 3% | CC(C)c1ccc(OCC(=O)Nc2ccc(S(=O)(=O)Nc3ccccn3)cc2)cc1 |
| 1% | 6% | 8% | O=C(Cc1ccc(Cl)cc1)NCC(=O)N1CCN(c2ccccc2)CC1 |
| · | 0% | 7% | CCc1ccccc1NC(=O)[C@@H](c1ccccc1)N1Cc2ccccc2C1=O |
| -8% | 1% | -6% | COc1ccc(CCNC(=O)c2c(O)c3cccc4c3n(c2=O)CC4)cc1OC |
| -5% | -4% | 10% | COc1ccc(CN2CC(C(=O)NCCCN3CCCCCC3)CC2=O)cc1 (stereo not given) |
| · | 0% | 5% | CC(=O)Nc1ccc(NC(=O)CN2C(=O)NC3(CCCCCCC3)C2=O)cc1 |

Results in FEN1 inhibitor (four entries from above):
SMILES | FEN1 inhibitor
CCn1c(CCC(=O)Nc2ccccc2F)nnc1SCC(=O)Nc1ccc(OC)cc1 | -5%
Cc1ccccc1C(=O)N1CCN(c2ccc(NC(=O)CSc3ccc(Cl)cc3)cc2)CC1 | -10%
CCOC(=O)c1c(/N=C/c2ccccc2O)sc2c1CCC2 | 2%
COc1ccccc1NS(=O)(=O)c1cccc(C(=O)NCC(c2ccco2)N2CCCC2)c1 (stereo not given) | -3%

Some values from above.
TDP1 block with `CC(=O)Nc1ccc(NC(=O)CN2C(=O)NC3(CCCCCCC3)C2=O)cc1` → 0%
TDP1 block with `c1ccc2c(C3=NNC(=NC4CC4)SC3)c[nH]c2c1` → 4%
FEN1 inhibitor with `CCOc1ccc(CN=C(N)N=C(N)N)cc1Cl` → -12%
N370S GC mod with `CC(C)c1ccc(OCC(=O)Nc2ccc(S(=O)(=O)Nc3ccccn3)cc2)cc1` → -4%
TDP1 block with `COc1ccc(CCNC(=O)c2c(O)c3cccc4c3n(c2=O)CC4)cc1OC` → 1%
N370S GC mod with `Cc1cc(NC(=O)COC(=O)c2ccc(F)c(S(=O)(=O)N3CCOCC3)c2)no1` → 0%

The results go on:
| N370S GC mod | TDP1 block | FEN1 inhibitor | SMILES |
| --- | --- | --- | --- |
| · | 0% | 3% | CN(CC(=O)Nc1ccc(Cl)c(Cl)c1)C(=O)CNC(=O)C1CCCCC1 |
| 1% | 4% | 15% | CCC(Cc1ccccc1)NC(=O)Cn1cccc1C(=O)c1ccccc1 (stereo not given) |
| -5% | · | -13% | CC1CCN(CCCCOc2ccc(Cl)cc2)CC1 |
| -4% | 5% | 9% | COc1cc2[nH]c(=S)n(NC(=O)CC(C)C)c(=O)c2cc1OC |
| -9% | 0% | 6% | COc1ccc(NCc2nnc(SCC(=O)Nc3ccc(OC)cc3OC)o2)cc1 |
| -5% | 6% | -1% | O=C(CCC1CCCN(C(=O)C2=CCCC2)C1)N1CCN(c2ccccn2)CC1 (stereo not given) |
| · | 3% | -8% | O=C1CN(C(=O)c2ccccc2C(F)(F)F)C(c2ccccc2)c2cc(F)ccc2N1 (stereo not given) |
| 4% | 4% | 0% | CC1CC(CCC(=O)NC(=S)Nc2ccc(Cl)cn2)C(=O)O1 (stereo not given) |
| -16% | -5%[56.1 µM] | · | O=c1cc(-c2ccc(O)cc2)oc2cccc(O)c12 |
| 2% | · | -2% | Cc1[nH]c(=O)[nH]c(=O)c1S(=O)(=O)Nc1cccc([N+](=O)[O-])c1C |
| 5% | 3% | 6% | COc1ccc2cc(C(=O)C3CCCN(C(=O)c4cc(=O)n(C)c(=O)n4C)C3)ccc2c1 (stereo not given) |
| -13% | -2% | -4% | O=C(CCn1c(=O)oc2ccccc21)NCCCN1CCCC1=O |
| 7% | 3% | 9% | CCc1nn(CC(=O)NCCCN2CCc3ccccc3C2)c(=O)c2cc3sccc3n12 |
| 3% | 9% | ? | CC(C)CSC1=NSC2=NC(=O)/C(=C\c3coc4ccccc4c3=O)C(=N)N12 |
| -1% | 0% | 14% | CN(C)S(=O)(=O)c1ccc(Cl)c(NC(=O)COC(=O)/C=C/c2cnc3ccccc3n2)c1 |
| -8% | · | 0% | O=C(NC1CCCCC1)c1ccc(N2CCOCC2)c([N+](=O)[O-])c1 |
| 0% | 3% | -9% | CS(=O)(=O)c1ccc2nc(NC(=O)CN3CCN(Cc4ccccc4)CC3)sc2c1 |
| · | -1% | 9% | O=C(COc1ccc(-c2nnco2)cc1)NC1CCS(=O)(=O)C1 (stereo not given) |
| -15% | 1% | 4% | CC1(C)CCSC(/C=C/c2ccccc2)=N1 |
| · | 0% | -5% | COC(=O)c1ccccc1S(=O)(=O)N1CCC(C(=O)NC2CCCCC2)CC1 |
| -14% | 5% | 1% | O=C(Nc1ccon1)c1cccc(S(=O)(=O)N2CCCCC2)c1 |
| · | 1% | 0% | COc1cc(OC)c(-c2nn3c(-c4cc(C)[nH]n4)nnc3s2)cc1OC |
| 4% | · | -19% | Clc1ccc(-c2noc3c2-c2nc(Cc4cccc5ccccc45)sc2CC3)cc1 |
| -5% | 3% | 17%&10% | COc1cc(NC(=O)C2CCC(CNc3c(N4CCC(C)CC4)c(=O)c3=O)CC2)cc(OC)c1 (stereo not given) |
| 2% | 14% | -21% | C/C(CC(C)C)=N/Nc1ccc([N+](=O)[O-])cc1[N+](=O)[O-] |
| · | -1% | 6% | CCOC(=O)c1sc(NC(=O)/C=C/c2ccc(OCC)cc2)c(C(=O)OCC)c1C |
| 1% | · | 18% | CN(CCO)CC(O)CN(c1ccccc1)c1ccccc1 (stereo not given) |
| -4% | 3% | 2% | Cc1nc(SCC#N)c2c(C)c(C)sc2n1 |
| 10% | 3% | -4% | CCOC(=O)Cc1csc(SCn2nnc3ccccc3c2=O)n1 |
| -8% | -2% | 3% | O=C(Cn1ncc2c([nH]c3ccccc32)c1=O)N1CCc2ccccc2C1 |
| -2% | -7% | 4% | CC(=O)OC1CCC(OC(C)=O)c2c1n([O-])c(C)c(C)[n+]2=O (stereo not given) |
| · | 1% | -16% | O=C(CSc1ccccc1F)NNC(=O)c1ccncc1 |
| 6% | 2% | -3% | O=S(=O)(c1ccc(Br)s1)N1CCN(c2ncccn2)CC1 |
| -15% | 8% | -7% | CC(NC(=O)[C@H](C)NC(=O)c1ccco1)c1ccc(S(N)(=O)=O)cc1 (stereo not given in full) |
| -7% | 1% | 2% | COc1ccccc1N1CCN(C2CCCCC2NS(=O)(=O)c2ccc(Cl)cc2)CC1 (stereo not given) |
| · | 3% | 10% | COc1cccc(NC(=O)c2sc3nc(C)c(C(=O)Nc4ccc(C)cc4C)c(-c4ccc(Br)cc4)c3c2N)c1 |
| 4% | 5% | 3% | COc1ccc(N(CC(=O)NCCC2=CCCCC2)S(=O)(=O)c2ccc(C)cc2)cc1OC |
| 8% | -4% | 3% | CCOC(=O)C(NCCCO)c1ccccc1 (stereo not given) |
| -21% | -3% | -8% | Cc1cccc2cc(C#N)c(NCCNC(=S)NCCCN3CCOCC3)nc12 |
| -7% | · | -9% | COc1cccc(NS(=O)(=O)c2csc(C(N)=O)c2)c1 |
| 12% | 4% | 4% | O=c1c(-c2ccco2)[n+]([O-])c2ccccc2n1OCc1ccccc1F |
| 19% | 1% | -19% | Cc1ccccc1C(=O)NNC(=O)/C=C\C(=O)O |
| 0% | 7% | 0% | CCNC(=O)CN1C(=O)NC2(CCOc3ccccc32)C1=O (stereo not given) |
| 10% | 3% | 4% | CSc1nc(-c2ccccc2)nn1C(=O)c1ccc(C)cc1 |
| · | 0% | -3% | CCCCSCCCNC(=O)c1cn(CC)c2ccc(S(=O)(=O)N(C)C3CCCCC3)cc2c1=O |
| -1% | 8% | -16% | Cc1cc(Cl)ccc1Oc1ccccc1C(=O)CC#N |
| 17%[2.35 µM] | -10% | -13% | Cc1ccc(S(=O)(=O)Nc2cc(C)nn2-c2ccccc2)cc1 |
| 6% | 2% | -23% | O=C(O)c1cc(S(=O)(=O)N2CCOCC2)ccc1N1CCOCC1 |
| 7% | 5% | -3% | CCOC(=O)N1CCN(S(=O)(=O)c2ccc(C)cc2)C1c1ccccc1 (stereo not given) |
| -15% | 9% | -5% | CC(=O)OCC(NC(=O)C(CCCCNC(=O)OCc1ccccc1)NC(=O)OC(C)(C)C)C1OC(n2cc(F)c(=O)[nH]c2=O)C(OC(C)=O)C1OC(C)=O (stereo not given) |
| 8% | 5% | -6% | O=C(COc1ccccc1)Nc1cccc(-c2nc3ccccc3[nH]2)c1 |
| 12% | 0% | -22% | COc1ccc2c(CC(=O)OCC(=O)c3ccccc3OC)coc2c1 |
| 1% | · | -17% | CCCCOc1ccc(C(=O)Oc2cccnc2)cc1 |
| -3% | 2% | -4% | CN(C)/C=C/C(=O)c1ccc(N2CCN(c3ncc(C(F)(F)F)cc3Cl)CC2)cc1 |
| -11% | · | 14% | CCOC(=O)c1ccc(Oc2coc3cc(O)ccc3c2=O)cc1 |
| -7% | 0% | -2% | CCN(CC)CC#CCC(O)(c1ccccc1)C1CCCC1 (stereo not given) |
| · | 3% | -10% | Cc1cccc(C)c1NC(=O)COC(=O)CCc1c[nH]c2ccccc12 |
| -1% | 1% | 17% | Cc1cc(C)c(C#N)c(N2CCN(S(=O)(=O)Cc3ccccc3)CC2)n1 |
| 6% | 7% | -4% | COc1ccc(-n2nc(C(=O)NCC(=O)NCC3COc4ccccc4O3)c3ccccc3c2=O)c(OC)c1 (stereo not given) |
| 3% | 1% | -9% | COc1cc(C2c3c(oc4cc(C)c(C)cc4c3=O)C(=O)N2c2cc(C)ccn2)ccc1O (stereo not given) |
| 16% | 4% | · | CN(C)c1ccc(-c2cc(NCc3ccccc3)ncn2)cc1 |
| -2% | · | 14% | COc1ccc(Cc2n[nH]c(=S)n2NC(=O)Nc2ccc(Cl)c(Cl)c2)cc1 |
| · | 5% | 5% | CC(=O)N1CCCc2cc(S(=O)(=O)N(Cc3ccccc3)C(C)C)ccc21 |

Screens deposited in PubChem by National Center for Advancing Translational Sciences (NCATS).
